Screens: PubChem, National Center for Advancing Translational Sciences (NCATS)
Glioma ERSR ind = qHTS for Inducers of the Endoplasmic Reticulum Stress Response (ERSR) in Human Glioma: qHTS; U87-MG GRP78 promoter luciferase reporter, 16 h; Potency, µM, inactives show top-dose activation, most hits filed as activators; 420,000 compounds, 0.02% hits; AID 602332, 2012; further: potency means the concentration at half of the fitted maximal effect; series mostly up to about 76 µM; % of control where 0% means no effect; nearly all actives have a fitted effect of over 35% in size
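Stably transfected U87-MG glioma cells carrying a GRP78-based luciferase sensor; 16 h compound incubation. Luminescence end-point read 10 min after Bright-Glo addition at room temperature.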
RXFP1 agonist = qHTS Assay for Agonists of the Relaxin Receptor RXFP1; HEK293T-RXFP1 cAMP TR-FRET, 30 min; response scale: percent of porcine relaxin response, buffer zero; Potency, µM (highest dose often 57.5 µM), for the others: at the highest dose activation, hits mostly activators; 370,000 compounds, 0.3% hits; AID 2676, 2010; further: potency means the concentration at half of the fitted maximal effect; on the % scale 0 is the no-effect control and ±100 the full control effect; nearly all actives have a fitted effect of over 60% in size; many of its hits are not listed in these tables
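cAMP rise read by TR-FRET after 30 min, 37C compound exposure (up to 58 uM) in RXFP1-transfected HEK293 cells with Ro 20174 present. EC50 from Hill-equation fits, with 29 nM porcine relaxin as 100% and buffer as basal.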
mIDH1 inhibitor = qHTS for Inhibitors of mutant isocitrate dehydrogenase 1 (IDH1): qHTS. Isocitrate dehydrogenase [NADP] cytoplasmic (Homo sapiens), O75874. IDH1-R132H enzyme, NADPH consumption, diaphorase/resazurin fluorescence. Potency, µM (doses to about 76.6 µM), without a hit: at the top dose activity change, negative = inhibition, most hits filed as inhibitors. 390,000 compounds, 0.093% hits; further: potency means the concentration at half of the fitted maximal effect; on the % scale 0 is the no-effect control and ±100 the full control effect; nearly all actives have a fitted effect of over 65% in size
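IDH1-R132H (0.5 ug/mL dispensed) in pH 7.5 Tris buffer was preincubated 30 min with compound, then given a substrate mix of 0.016 mM NADPH and 2 mM alpha-KG for 80 min at room temperature; remaining NADPH was read by diaphorase/resazurin fluorescence.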
Vif-APOBEC3G blk = qHTS for Inhibitors of Vif-A3G Interactions: qHTS; DNA dC->dU-editing enzyme APOBEC-3G (Homo sapiens), Q9HC16; HeLa A3G-eYFP + Vif (tagged APOBEC3G with the HIV-1 protein that degrades it), YFP fluorescence, overnight; Potency, µM (titrated, usually from 46.1 µM), for the others: at the highest dose activity, negative = active, actives largely listed as inhibitors; 410,000 compounds, 0.076% hits; AID 602310, 2012;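 further: potency means the concentration at half of the fitted maximal effect; on the % scale 0 is the no-effect control and ±100 the full control effect; nearly all actives have a fitted effect of over 60% in size; hits raise eYFP signal because A3G escapes Vif-driven loss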
Target sequence (Q9HC16 whole entry, looked up): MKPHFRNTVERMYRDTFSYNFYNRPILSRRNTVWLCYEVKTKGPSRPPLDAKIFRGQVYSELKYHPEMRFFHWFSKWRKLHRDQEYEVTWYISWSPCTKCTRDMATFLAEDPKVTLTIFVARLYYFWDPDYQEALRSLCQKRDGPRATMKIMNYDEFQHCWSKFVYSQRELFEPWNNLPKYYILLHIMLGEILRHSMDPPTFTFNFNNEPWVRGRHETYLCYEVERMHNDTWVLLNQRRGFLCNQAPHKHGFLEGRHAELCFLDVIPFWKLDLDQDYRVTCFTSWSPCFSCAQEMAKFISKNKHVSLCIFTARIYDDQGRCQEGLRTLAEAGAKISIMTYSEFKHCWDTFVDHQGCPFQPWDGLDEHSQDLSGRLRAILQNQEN
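HeLa cells stably expressing Vif and C-terminally eYFP-tagged A3G, seeded overnight at 37 deg C, then exposed to compound by pintool overnight at 37 deg C. Rise in yellow fluorescence (Ex 488/Em 500-530, Acumen) marks blocked Vif-driven A3G degradation.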
USP1 inh = Inhibitors of USP1/UAF1: Primary Screen; Ubiquitin carboxyl-terminal hydrolase 1 (Homo sapiens), O94782; recombinant USP1/UAF1, Ub-Rhodamine cleavage fluorescence; Potency, µM (series often up to 57.1 µM), for inactives: at the highest dose activity change, negative = inhibition, hits mostly inhibitors; 390,000 compounds, 0.23% hits; further: potency means the concentration at half of the fitted maximal effect; on the % scale 0 is the no-effect control and ±100 the full control effect; nearly all actives have a fitted effect of over 60% in size; inactives centre near -12
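1 nM enzyme complex + cpd, 15 min RT; start with Ub-Rho 150nM final; kinetic fluorescence ex 480/em 540, 6 reads q60 s. Buffer 50mM HEPES pH 7.8, 0.5mM EDTA, 0.1 mg/ml BSA, 1mM TCEP, 0.01% Tween-20.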
LDHA inh = qHTS assay for inhibitors of human lactate dehydrogenase; purified LDHA, NADH/diaphorase-resazurin fluorescence; active compounds read low; activity change, % (values are at about 110 or 230 µM); L-lactate dehydrogenase A chain (Homo sapiens), P00338; AID 1347041, 2019; 480,000 compounds, 0.15% hits; in the data active means activity change below about -30%; inconclusive means mostly about -25% to -30%;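 further: plate controls were DMSO wells for no effect and wells without enzyme for full effect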
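Enzyme activity of human lactate dehydrogenase 5 (2 nM; 0.06 mM NADH, 0.2 mM pyruvate, 5 min, RT) is measured via a resazurin/diaphorase fluorescence readout of residual NADH.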
TrxR1 substrate = qHTS Assay for Substrates of Mammalian Selenoprotein Thioredoxin Reductase 1 (TrxR1): qHTS | Potency, µM (top dose mostly 114 µM), for the others: at the top dose activity change, negative = substrate turnover | Thioredoxin reductase 1, cytoplasmic (Rattus norvegicus), O89049 | 390,000 compounds, 0.01% hits | purified TrxR1 substrate turnover, NADPH consumption readout; further: potency means the concentration at half of the fitted maximal effect; on the % scale 0 is the no-effect control and ±100 the full control effect; nearly all actives have a fitted effect of over 50% in size
Target sequence (O89049 whole entry, looked up): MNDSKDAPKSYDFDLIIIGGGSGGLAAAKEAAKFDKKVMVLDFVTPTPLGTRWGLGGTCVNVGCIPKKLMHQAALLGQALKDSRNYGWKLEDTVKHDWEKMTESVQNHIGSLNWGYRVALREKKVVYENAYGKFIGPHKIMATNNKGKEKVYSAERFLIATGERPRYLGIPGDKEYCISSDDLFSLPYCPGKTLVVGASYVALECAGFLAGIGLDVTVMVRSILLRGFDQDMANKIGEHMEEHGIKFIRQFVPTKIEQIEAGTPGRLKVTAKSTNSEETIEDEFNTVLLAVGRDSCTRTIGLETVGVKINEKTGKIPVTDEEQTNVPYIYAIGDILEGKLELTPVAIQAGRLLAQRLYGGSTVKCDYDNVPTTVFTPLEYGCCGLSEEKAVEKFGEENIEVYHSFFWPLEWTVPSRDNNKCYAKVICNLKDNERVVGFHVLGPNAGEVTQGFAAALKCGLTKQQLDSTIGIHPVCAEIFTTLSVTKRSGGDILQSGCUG
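Rat TrxR1, dispensed at 90 nM, was prereduced with 400 uM NADPH (final) for 5 min at ~22 deg C, then incubated with compound 15 min before 400 uM selenite. A first-read NADPH fluorescence drop versus no-compound background flagged substrates.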
Vif-APOBEC3F blk = qHTS for Inhibitors of Vif-A3F Interactions: qHTS; 390,000 compounds, 0.2% hits; AID 602313, 2012; HeLa A3F-eYFP + Vif (tagged APOBEC3F with the HIV-1 protein that degrades it), YFP fluorescence increase; Potency, µM (titrated, usually from 46.1 µM), for the others: top-dose activity, negative = active; further: potency means the concentration at half of the fitted maximal effect; % of control where 0% means no effect; nearly all actives have a fitted effect of over 65% in size
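HeLa cells stably expressing A3F-eYFP plus Vif, plated and incubated overnight at 37 deg C, then exposed to compounds overnight at 37 deg C. Blocked degradation read as raised yellow fluorescence (Ex 488/Em 500-530).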
PI4K2A block = qHTS for small molecular inhibitors of PI4K2A. activity change, negative = inhibition, % at 76.9 µM. Phosphatidylinositol 4-kinase type 2-alpha (Homo sapiens), Q9BTU6. 420,000 compounds, 0.13% hits. purified PI4K2A, ADP-Glo luminescence, 1 h; active compounds read low; in the data active means activity change below about -50%; inconclusive means mostly about -30% to -49%;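 further: -100% = wells without enzyme as full effect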
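In this quantitative HTS, ADP production by PI4K2A was quantified luminescently after 1 h at ambient temperature; 100 microM adenosine served as plate-quality control.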
* hit, by the source's call; ? = inconclusive; nt = not tested or not shown; [ ] = dose if it differs, or a comment. Unless noted, the call rests on the fitted dose curve; in most records, active means well fitted curve in the direction sought with a large enough effect; inconclusive means small, poorly fitted or top-dose-only effect, or another doubt; inactive means no such curve, though single readings can be large; an effect the other way counts as inactive or inconclusive.

SMILES	Glioma ERSR ind	RXFP1 agonist	mIDH1 inhibitor	Vif-APOBEC3G blk	USP1 inh	LDHA inh	TrxR1 substrate	Vif-APOBEC3F blk	PI4K2A block
COc1ccc(C(C(=O)NC2CCCCC2)N(CC2CCCO2)C(=O)CCCC(=O)Nc2ccccn2)cc1 (stereo not drawn)	-3%	-1.0%	-4%	2%	-26%	-9	4%	4%	2
O=C(NN=Cc1ccc(N2CCOCC2)s1)c1ccc([N+](=O)[O-])cc1	-3%	nt	-1%	-1%	-22%	2	-7%	-6%	-5
CCOC(=O)c1ccccc1NS(=O)(=O)c1ccccc1F	0%	2.0%	4%	-9%	-1%	8	-7%	-9%	-2
Cn1nc(-c2ccccc2)c(-c2nc(-c3cccc(C(F)(F)F)c3)no2)c1Cl	-5%	1.6%	4%	1%	-8%	-2	-7%	2%	-6
COC(=O)c1ccc2[nH]c(C3(O)CCCCC3)c(C)c2c1	-4%	nt	-4%	2%	-23%	-1	3%	-15%	4
CCOc1cc(S(=O)(=O)N2CCC(c3nc4ccccc4s3)CC2)c(OCC)cc1S(=O)(=O)N1CCCCC1	-3%	24%	-2%	-1%	6%	-2	10%	-3%	1
CC1=NN(c2nc(-c3ccc(C)cc3)cs2)C(=O)C1N=Nc1cccc(O)c1 (stereo not drawn)	-2%	-0.2%	-3%	0%	-9%	-2	3%[57.1 µM]	5%	-5
CC(=O)NC(c1cccc(F)c1)c1nc(-c2ccccc2)cs1 (stereo not drawn)	-2%	nt	nt	-5%	nt	-1	nt	nt	1
COc1ccc(C)cc1NC(=O)c1nnn(Cc2cccc(Br)c2)c1N	-5%	-1.0%	8%	-6%	2%	-12	-10%	-1%	-1
COc1ccc(NC(=O)C2CCCN(S(=O)(=O)c3cccc4nonc34)C2)c(OC)c1 (stereo not drawn)	-1%	2.4%	-11%	1%	-16%	-7	-5%	3%	1
CCC(C)(C)NC(=O)C(c1ccc(OC)cc1)N(C(=O)CCC(=O)Nc1cc(C)on1)c1ccccc1OC (stereo not drawn)	-6%	3.6%	2%	-1%	-14%	-3	-4%	-6%	4
CC1=CC(C)(C)Nc2ccc(OC(=O)C(Cc3ccccc3)N3C(=O)C4CCCCC4C3=O)cc21 (stereo not drawn)	-4%	-0.2%	4%	-3%	-31%	10	8%	-26%	6
O=C(COC(=O)c1ccccc1F)NC(=O)NC1CCCC1	-3%	1.1%	3%	-9%	-14%	-2	1%	7%	-1
COC(=O)c1cc(=O)c2c([N+](=O)[O-])ccc(OC)c2o1	-3%	-0.4%	3%	1%	-8%	-2	10%[57.1 µM]	10%	5
COc1ccc(-c2c(C)nn3c(-c4ccccc4)cc(-c4ccccc4)nc23)cc1OC	-4%	-2.9%	0%	-3%	-2%	-1	-5%	0%	0
COc1ccc(F)cc1S(=O)(=O)NC(Cc1ccccc1)C(N)=O (stereo not drawn)	-3%	1.1%	2%	1%	0%	-7	-3%	nt	6
CCOc1ccc(OCCn2c(S(=O)(=O)O)nc3c(N)ncnc32)cc1	-1%	6.4%	-6%	1%	-19%	1	-2%	7%	-12
COc1ccc(S(N)(=O)=O)cc1C(=O)N(C)CC(=O)Nc1ccc(N2CCOCC2)cc1	-5%	0.3%	-3%	1%	5%	3	0%	-8%	-6
COc1ccccc1C(=O)NCC1(N2CCN(C)CC2)CCCCC1	0%	3.1%	-2%	0%	4%	5	6%	1%	0
Cc1ccc(-c2nc3ccccc3o2)cc1NC(=S)NC(=O)c1cccs1	-4%	0.7%	0%	-1%	-24%	-11	-9%	-6%	0
CS(=O)(=O)N1CCN(C(=S)NCc2ccc(Cl)cc2)CC1	-2%	-1.1%	2%	2%	-16%	-10	-3%[57.1 µM]	-19%	0
Cc1cccc(N/N=C/c2ccccc2O)c1	3%	0.4%	6%	0%	-3%	7	-3%[57.1 µM]	4%	-6
CCS(=O)(=O)N1CCC(C(=O)NCc2ccc(F)cc2Cl)CC1	-3%	0.2%	-6%	0%	-3%	-8	4%	-2%	1
FC(F)(F)c1cccc(OCc2noc(-c3ccsc3)n2)c1	-6%	0.4%	2%	0%	-11%	-2	-18%	0%	3
CCOc1ccc(NC(=O)c2cc(-c3ccc(C)c(F)c3)on2)c([N+](=O)[O-])c1	-2%	-1.3%	0%	-3%	?	4	4%	0%	2
Cc1cc2c(c(SCC(=O)NCc3ccc(Cl)cc3)n1)C(=O)OC2	-2%	3.5%	-5%	2%	-20%	-5	2%	3%	0
Cn1ccc2c(-c3ccc(F)cc3F)cc3c(c21)C1CCC3C1 (stereo not drawn)	-3%	nt	nt	-2%	nt	-7	nt	nt	0
COc1ccc(NC(=O)Cn2cc(S(=O)(=O)Cc3ccccc3)c3ccccc32)c(OC)c1	-1%	6.2%	23%	-4%	-16%	-2	7%[57.1 µM]	-12%	-5
C=CC[C@@H](CC(=O)N[C@H](CO)Cc1ccccc1)C(=O)N[C@@H](COC(=O)[C@H](CC=C)CC(=O)OC(C)(C)C)Cc1ccccc1	-3%	nt	-2%	-14%	-18%	1	-5%[57.1 µM]	3%	4
O=C(O)COc1ccccc1C=NNc1ccc([N+](=O)[O-])cc1S(=O)(=O)Nc1ccc(Cl)cc1	-4%	nt	0%	2%	?	-11	-7%	-13%	7
CNC(=O)c1cc(-c2ccc(Cl)cc2)n(-c2ccccc2)n1	-4%	0.0%	16%	-14%	-17%	-7	-4%	-28%	0
CCc1ccc(CN(C)Cc2nc(Cc3ccc(OC)c(OC)c3)no2)nc1	-3%	-1.8%	21%	4%	2%	-7	8%[57.1 µM]	-14%	-3
COc1ccccc1-c1cc(C(=O)Nc2cc(C)n(Cc3ccc(Cl)cc3)n2)no1	-7%	3.0%	3%	-5%	-17%	-2	17%	-4%	0
O=C(CSc1n[nH]c(=O)[nH]c1=O)Nc1ccc(Br)cc1Br	-6%	-1.7%	-8%	3%	-11%	-14	-1%	4%	7
CC1Cn2c(nc(=O)c3c2NCN(CCc2ccccc2)C3)S1 (stereo not drawn)	-4%	4.4%	-2%	-3%	-20%	-3	2%	-8%	0
CCOC(=O)N1CCN(Cc2nc3c(c(=O)n(C)c(=O)n3C)n2Cc2cccc(C)c2)CC1	-2%	4.8%	10%	-3%	-25%	-1	2%	-2%	-1
CCCc1ccc(S(=O)(=O)N2CCC(c3nnc(-c4cccc(C)c4)o3)CC2)cc1	1%	1.0%	6%	-3%	?	3	-7%	-33%	-5
C=CCSc1nnc(NC(=O)CSc2nc3ccccc3o2)s1	-10%	-2.1%	6%	0%	-11%	-4	-5%[57.1 µM]	-1%	-6
COc1ccc(Cl)cc1NC(=O)NCc1ccc2c(c1)OCO2	-4%	-0.2%	0%	11%	-11%	-3	-4%	4%	0
Cc1ccc(NC(=O)CC(NC(=O)c2ccccc2Cl)c2ccccc2)nc1 (stereo not drawn)	-3%	2.2%	-11%	-3%	-26%	-3	0%	-11%	4
COc1cccc(CN(C)C(=O)CC[C@H]2O[C@@H](n3cnc4c(NC(=O)c5ccccc5)ncnc43)[C@H](O)[C@@H]2O)c1	-6%	nt	nt	-1%	nt	-11	nt	nt	4
COc1cc(C(=O)N[C@H](C(=O)NC2CCCCCC2)C(C)C)cc(OC)c1OC	-2%	1.1%	-8%	0%	-17%	-4	0%	3%	-5
Cc1c(C(=O)NCc2ccc(F)cc2)sc(=O)n1Cc1ccc(Cl)c(Cl)c1	0%	nt	nt	-2%	nt	-2	nt	nt	1
COCCOc1nc2c(c(=O)n(C)c(=O)n2C)n1Cc1cccc(OC)c1	-4%	3.5%	6%	0%	-5%	-3	-11%	7%	5
CCCNC(=O)c1cc(C2CCCN(C(=O)c3cc(C(C)(C)C)nn3C)C2)on1 (stereo not drawn)	0%	nt	nt	2%	nt	-4	nt	nt	4
O=C(NCCO)c1cccc(-c2cnc3cccnn23)c1	-3%	nt	nt	-3%	nt	-7	nt	nt	-2
O=C(NCC(c1ccco1)N1CCN(c2ccc(F)cc2)CC1)c1ccco1 (stereo not drawn)	-3%	1.0%	2%	-1%	-4%	-7	-10%	0%	-1
Cc1ccc(NC(=O)O/N=C/c2ccc(F)cc2)cc1	5%	1.2%	6%	-5%	-10%	-6	-3%	-3%	0
N#Cc1cccc(NC(=O)C2CCN(S(=O)(=O)c3ccc4c(c3)CCCN4C(=O)C3CCC3)CC2)c1	-2%	4.8%	6%	-9%	-26%	-4	-9%[57.1 µM]	4%	-2

Only part of the results is shown. The share of hits here may be higher or lower than overall.
